MazEF act: increases E. coli MazEF RNase cleavage of RNA | hit rate 0.32% among 350,000 | activation, % at 20 µM | AID 504720 | P0AE70 | FAM/BHQ RNA-DNA oligo cleavage fluorescence, 5 h; in the data active = activation above about 50%
Target sequence (P0AE70 whole entry, looked up): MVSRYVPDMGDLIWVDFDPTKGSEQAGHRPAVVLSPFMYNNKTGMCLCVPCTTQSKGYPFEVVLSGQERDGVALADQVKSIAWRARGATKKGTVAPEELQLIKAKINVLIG
Rv3671c protease: inhibitors of M. tuberculosis serine protease Rv3671c; P9WHR9; inhibition, % at 5.96 µM; hit rate 0.048% among 320,000; AID 2606; in the data active = inhibition above about 38%;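 also: extracellular domain of Rv3671c used as enzyme; 0% = enzyme with DMSO and 100% = no enzyme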
Target sequence (P9WHR9 whole entry, looked up, the tested form may be a part): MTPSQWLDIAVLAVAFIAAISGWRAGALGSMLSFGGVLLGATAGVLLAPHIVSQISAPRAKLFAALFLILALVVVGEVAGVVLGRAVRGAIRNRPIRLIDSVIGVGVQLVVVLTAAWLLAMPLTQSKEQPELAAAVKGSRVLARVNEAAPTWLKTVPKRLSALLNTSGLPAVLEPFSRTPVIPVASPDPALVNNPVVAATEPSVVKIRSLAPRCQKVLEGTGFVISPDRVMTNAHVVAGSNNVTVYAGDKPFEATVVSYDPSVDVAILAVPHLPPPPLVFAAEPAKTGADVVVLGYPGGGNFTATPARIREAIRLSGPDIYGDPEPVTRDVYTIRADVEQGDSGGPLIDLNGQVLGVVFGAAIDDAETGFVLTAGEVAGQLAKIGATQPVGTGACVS
BoNT-F LC inh: inhibitors of Botulinum neurotoxin F light chain protease; Multiplex microsphere protease cleavage assay, flow cytometry; inhibition, % at 10 µM; hit rate 0.22% among 360,000; in the data active = inhibition above about 35%, passing the limit was not always enough; inconclusive = no clear call, values can overlap the other calls; also: plate controls were buffer without enzyme for full effect and enzyme alone for no effect
FBA Mtb inh: inhibits M. tuberculosis FBA enzyme; P9WQA3; hit rate 2.3% among 360,000; inhibition, % at 1 µM; purified M. tuberculosis FBA, fluorescence read-out; in the data active = inhibition above about 27%;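 also: 0% = vehicle and 100% = reference inhibitor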
Target sequence (P9WQA3 whole entry, looked up): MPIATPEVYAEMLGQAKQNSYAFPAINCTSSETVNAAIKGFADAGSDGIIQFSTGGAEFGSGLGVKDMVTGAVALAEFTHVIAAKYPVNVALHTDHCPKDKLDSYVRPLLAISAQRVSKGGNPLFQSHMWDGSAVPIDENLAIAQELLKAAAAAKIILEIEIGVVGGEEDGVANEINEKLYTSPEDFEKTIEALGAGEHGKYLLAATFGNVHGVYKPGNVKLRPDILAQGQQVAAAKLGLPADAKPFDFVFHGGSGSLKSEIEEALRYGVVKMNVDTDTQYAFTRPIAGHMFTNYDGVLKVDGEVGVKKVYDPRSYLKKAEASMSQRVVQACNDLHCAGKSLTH
PrPC surface inh: cell surface PrPC inhibition, primary TR-FRET screen | inhibition, % at 13.8 µM | hit rate 0.43% among 370,000 | TR-FRET read-out | P04156; in the data active = inhibition above about 24%; also: 0% = median of the test wells and 100% = reference compound wells
GDH-TPI inh: counter-screen for M. tuberculosis FBA inhibitors: GDH-TPI coupled enzymes. GDH-TPI coupled enzyme counterscreen, NADH absorbance. inhibition, % at 4.8 µM. hit rate 1.2% among 360,000. AID 588335; in the data active = inhibition above about 30%;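 also: 0% = DMSO wells and 100% = wells lacking the enzyme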
FadD28 binding: blocks FadD28 binding to the bisubstrate probe; hit rate 0.22% among 360,000; AID 588549; inhibition, % at 12.5 µM; fluorescence polarization; in the data active = inhibition above about 8.5%, passing the limit was not always enough; inconclusive = no clear call, values can overlap the other calls
Mtb BioA inh: BioA (M. tuberculosis) enzyme inhibition; AID 602481; purified M. tuberculosis BioA enzyme, plate reader; inhibition, % at 9.99 µM; hit rate 0.096% among 360,000; in the data active = inhibition above about 40%; inconclusive = no clear call, values can overlap the other calls
UGM FP inh: blocks M. tuberculosis UGM enzyme. P9WIQ1. purified UGM, fluorescence polarization probe displacement. hit rate 0.06% among 320,000. inhibition, % at 10 µM; in the data active = inhibition above about 10%, passing the limit was not always enough; inconclusive = no clear call, values can overlap the other calls
* = called active by the depositor; ? = inconclusive; . = no result given; & = joins results of further samples.

Start of the listing, in advance:
SMILES | MazEF act | Rv3671c protease | BoNT-F LC inh | FBA Mtb inh | PrPC surface inh | GDH-TPI inh | FadD28 binding | Mtb BioA inh | UGM FP inh
N#CCCN1CCC(NC(=O)OCc2ccccc2)CCC1=O (stereo unspecified) | 4.3 | -10.8 | -11.7 | 4.2 | -4.1 | 11.9 | 0.5 | -0.9 | 0.2
COc1nc(-c2ccccc2)ccc1-c1noc(COc2ccccc2)n1 | -2.1 | -26.3 | -20.9 | 2.4 | 5.0 | 6.1 | -3.3 | 0.2 | 2.6
N#CCCn1cc(C(=O)CN2C(=O)NC3(CCc4ccccc43)C2=O)c2ccccc21 (stereo unspecified) | -5.8 | . | -2.6 | 0.0 | 5.1 | 7.1 | 0.6 | -2.8 | .
Cc1ccc(SCC(=O)c2ccc[nH]2)cc1 | -3.0 | 5.8 | -4.0 | 1.5 | -2.7 | 1.9 | -3.0 | -1.8 | 0.8

The list itself, from the first entry:
SMILES | MazEF act | Rv3671c protease | BoNT-F LC inh | FBA Mtb inh | PrPC surface inh | GDH-TPI inh | FadD28 binding | Mtb BioA inh | UGM FP inh
N#CCCN1CCC(NC(=O)OCc2ccccc2)CCC1=O (stereo unspecified) | 4.3 | -10.8 | -11.7 | 4.2 | -4.1 | 11.9 | 0.5 | -0.9 | 0.2
COc1nc(-c2ccccc2)ccc1-c1noc(COc2ccccc2)n1 | -2.1 | -26.3 | -20.9 | 2.4 | 5.0 | 6.1 | -3.3 | 0.2 | 2.6
N#CCCn1cc(C(=O)CN2C(=O)NC3(CCc4ccccc43)C2=O)c2ccccc21 (stereo unspecified) | -5.8 | . | -2.6 | 0.0 | 5.1 | 7.1 | 0.6 | -2.8 | .
Cc1ccc(SCC(=O)c2ccc[nH]2)cc1 | -3.0 | 5.8 | -4.0 | 1.5 | -2.7 | 1.9 | -3.0 | -1.8 | 0.8
Cc1c(Cl)cccc1NC(=O)Nc1cccnc1 | 1.6 | 4.2 | -11.7 | 2.9 | 0.2 | 11.1 | -1.3 | 9.8 | 0.5
CC(=O)Nc1ccc(NC(=O)CSc2nncn2C)cc1 | 8.0 | 2.7 | -0.3 | -1.2 | -4.4 | -7.5 | -0.4 | 0.1 | 2.0
CC(=O)c1cccc(NC(=O)C(OC(=O)/C=C/c2ccc3c(c2)OCO3)c2ccccc2)c1 (stereo unspecified) | -0.1 | -71.6 | -1.8 | 1.2 | 10.4 | 11.0 | -2.0 | -0.4 | 0.5
N#Cc1ccccc1S(=O)(=O)N1CCN(C(=O)C2CCCCC2)CC1 | 3.1 | 8.0 | -9.4 | 4.4 | -4.3 | 20.4 | -1.7 | -1.5 | 1.7
CNc1ccc(N=Nc2cccc3ncccc23)cc1 | 6.1 | . | -0.1 | -18.4 | -18.5 | 8.2 | -3.3 | 0.1 | .
CSc1ccc(S(=O)(=O)N2CCC(C(=O)NCc3ccccn3)CC2)cc1 | 15.0 | -6.6 | 27.5 | -0.1 | 0.0 | 0.0 | 0.2 | 3.2 | -1.6
CC(=O)c1cc2c(cc1N)OCO2 | -0.9 | -0.9 | -1.2 | -1.4 | 0.1 | 11.5 | -3.2 | -2.6 | -2.7
O=C(c1ccc(N2CCCC2)c([N+](=O)[O-])c1)N1CCN(c2ccccn2)CC1 | -6.5 | 1.8 | -0.7 | -7.4 | -10.4 | -9.8 | -4.8 | . | 0.6
CN(Cc1ccco1)S(=O)(=O)c1nnc(NC(=O)c2ccc(F)cc2)s1 | -39.2 | -6.0 | 4.2 | 8.6 | 9.1 | 37.9* | 0.2 | -5.5 | 0.8
Cc1ccc(C(C)C)c(Oc2nnnn2-c2ccccc2)c1 | -3.6 | 8.8 | -4.3 | 1.4 | -0.5 | 6.5 | -2.9 | 1.3 | 5.7
O=[N+]([O-])c1cc2ccccc2nc1-c1ccccc1 | 7.3 | . | 5.0 | 1.8 | -23.9 | 3.5 | -2.9 | -0.8 | .
CNC[C@H]1Oc2cc(Br)ccc2S(=O)(=O)N([C@@H](C)CO)C[C@H]1C | . | . | -12.1 | -0.7 | 9.2 | . | -2.2 | -1.9&2.5&-3.4 | .
O=C(NCc1ccncc1)C(=O)NCC(c1ccco1)N1CCN(c2ccccc2F)CC1 (stereo unspecified) | 6.9 | -1.1 | 15.0 | -1.6 | 7.8 | 0.7 | -0.9 | 0.9 | -1.8
Cc1c(C)n(-c2ccccc2)c2ncnc(NCCN(C)C)c12 | 6.4 | -4.1 | 9.5 | -4.5 | -11.1 | 0.0 | . | 2.2 | 5.9
Cc1ccc(NC(=O)CSc2ncccn2)cc1F | 0.1 | -5.7 | 3.4 | 1.6 | 6.7 | 2.6 | -0.5 | . | -5.1
CCOc1cc(/C=C\[N+](=O)[O-])ccc1OCC(=O)Nc1ccccc1C | 0.7 | 1.1 | 9.0 | 2.1 | . | 16.7 | -1.9 | -2.7 | 3.0
Cc1oc(-c2cccc(Cl)c2)nc1CS(=O)(=O)CC(=O)NCc1ccco1 | 2.4 | -9.1 | -1.8 | 1.8 | -1.9 | -1.7 | -3.3 | 3.2 | -1.3
COc1ccc(-n2c(=S)[nH]c3cc(C(=O)Nc4ccc(C)c(F)c4)ccc3c2=O)c(OC)c1 | -2.8 | -166.6 | -27.0 | 0.7 | 3.2 | 11.3 | -9.5 | 0.1 | -0.5
Cc1csc2nnc(N)n12 | -7.1 | 8.5 | -10.8 | 1.3 | 7.6 | 7.4 | -1.5 | -0.7 | 0.3
CN(C)CCC1Sc2ccccc2Oc2ccccc21 (stereo unspecified) | 1.6 | 20.7 | 13.2 | 7.2 | -8.9 | -17.6 | -0.3 | -0.4 | 0.0
Cc1noc(C)c1CSc1nnc2ccccn12 | 3.8 | -3.9 | 0.8 | 17.7 | -3.2 | -3.1 | -2.2 | -1.1 | 2.9

Next part:
SMILES | MazEF act | Rv3671c protease | BoNT-F LC inh | FBA Mtb inh | PrPC surface inh | GDH-TPI inh | FadD28 binding | Mtb BioA inh | UGM FP inh
COc1cc2c(cc1OC)C(C(=O)Nc1cc(C)c(OC)c(C)c1)CC(=O)N2 (stereo unspecified) | -16.2 | . | -6.2 | -3.0 | -8.7 | 11.4 | -4.1 | -1.7 | 1.2
CC(C(=O)O)N1C(=O)C2C3CC(C2C1=O)C1C(c2ccccc2)c2sc(=O)[nH]c2SC31 (stereo unspecified) | -8.5 | -2.8 | 1.2 | -1.3 | 2.1 | 4.9 | -1.9 | 0.9 | 0.9
CCC(C(=O)NC1CCCC1)n1c2ccccc2c2nc(=O)cc(C)n21 (stereo unspecified) | 4.9 | . | 7.8 | -1.1 | 6.2 | -4.3 | -0.7 | -1.2 | .
O=C(NCc1ccccc1)c1cc2ccccc2oc1=O | 1.2 | -1.3 | 12.3 | 6.6 | 0.1 | 9.4 | -4.4 | -2.1 | -3.3
O=C1NC(Cc2ccccc2)c2nc3cc(F)ccc3c(=O)n2-c2cc3ccccc3cc21 (stereo unspecified) | -14.7 | . | 1.7 | -0.9 | 3.8 | 11.3 | -2.8 | -0.9 | .
O=C(CSC1=NCCS1)NC(NC(=O)CSC1=NCCS1)c1ccccc1 | -0.3 | 6.0 | 4.6 | -0.1 | -5.0 | -3.8 | -0.1 | . | -2.9
O=C(Nc1ccccc1)O/N=C/c1ccccc1Cl | 9.6 | 2.5 | -5.7 | -2.3 | . | 1.8 | -5.0 | -1.4 | -0.5
CCCc1cc(=O)n2nc(N3CCC(C(=O)NCc4ccco4)CC3)sc2n1 | 4.2 | -3.9 | 1.4 | -3.3 | -9.3 | 5.9 | -2.4 | -0.6 | 0.8
O=C(COc1ccc2ccccc2c1)N1CCN(C(=O)c2cccs2)CC1 | -4.4 | 3.9 | -3.8 | -0.2 | 1.8 | -0.6 | -2.4 | -0.8 | 3.7
CC(C)c1nc2oc3c(N4CCN(C)CC4)ncnc3c2c2c1CCC2 | -7.2 | . | 16.5 | 7.4 | -8.9 | 1.6 | -3.5 | -1.1 | .
Cc1ccc(NC(=O)C(C)OC(=O)Cn2[nH]c(=O)c3ccccc3c2=O)cc1 (stereo unspecified) | 2.1 | 3.6 | . | 0.1 | 3.2 | 13.1 | -1.4 | 0.0 | -1.6
COc1ccccc1CC(=O)Nc1ccc2c(C)cc(=O)oc2c1 | 0.6 | -6.4 | ? | 36.6* | -5.3 | 22.3 | -1.0 | 5.0 | -1.4
CCOC(=O)CSc1nnc(NCC(=O)OC(C)C)c(=O)[nH]1 | 1.7 | -9.1 | ? | 1.1 | 2.3 | -4.0 | 2.3 | 0.7 | 0.7
O=C(COC(=O)c1nc(Cl)ccc1Cl)NNC(=O)c1ccccc1 | -3.1 | 5.1 | 4.9 | -0.9 | -0.3 | -1.4 | -4.1 | -0.7 | -0.4
OCCN1CCN(c2ncnc3c2ncn3[C@H]2CN(Cc3ccncc3)C[C@@H](CO)O2)CC1 | . | . | -5.5 | 2.8 | 3.5 | 4.4 | ? | -0.9 | .
Cc1cc(OCC(=O)Nc2ccncc2)cc(C)c1Cl | -3.3 | -0.9 | 6.7 | 3.9 | 9.8 | 6.5 | -5.9 | -2.3 | -1.8
CCN(C(=O)CSc1nccc(=O)[nH]1)c1cccc2ccccc12 | -1.1 | -4.1 | -0.9 | 2.4 | -1.1 | 6.6 | -2.5 | 0.8 | 0.4
O=C1C2C3C=CC(C3)C2C(=O)N1CNc1ccccc1 (stereo unspecified) | -15.8 | -6.0 | -6.2 | -0.2 | 1.5 | -3.4 | -2.7 | . | 4.2
COc1ccc(-n2nnnc2SCC(=O)Nc2cccc(C)n2)cc1OC | 4.8 | 8.5 | 3.9 | 0.9 | 3.3 | 6.1 | -0.1 | . | -0.3
O=S(=O)(c1ccc2ccccc2c1)N1CCOCC1 | 2.6 | -3.0 | 2.2 | 2.3 | 0.8 | 4.5 | -1.3 | . | 0.9
CCCc1ncc(C(O)c2ccccc2OC)n1C (stereo unspecified) | 14.0 | -0.3 | -2.5 | 1.6 | -2.1 | -5.7 | -1.7 | -3.5 | -0.3
CCC(=O)N1CCc2cc(Br)cc(S(=O)(=O)N3CCC(C(=O)NC(C)C)CC3)c21 | 4.1 | -9.0 | 2.4 | -0.3 | -0.5 | -6.2 | -3.3 | -1.0 | -5.0
COc1ccc(NC(=O)N2CCC(c3ccccc3)C2)c(OC)c1 (stereo unspecified) | 1.2 | 3.9 | 0.9 | -2.7 | -0.7 | 6.2 | -1.7 | 6.6 | 1.9
CCn1c(=O)c2cc(S(=O)(=O)NCc3ccccc3)ccc2n(CC)c1=O | 4.1 | 0.5 | -0.4 | -0.1 | 0.8 | 5.3 | -3.9 | 0.3 | -0.7
O=c1[nH]c2ccccc2n1C1CCN(C(CCc2ccccc2)c2nnnn2-c2ccc3c(c2)OCCO3)CC1 (stereo unspecified) | . | . | -8.5 | -3.3 | -3.1 | . | -4.8 | 0.5 | .

Additional entries:
SMILES | MazEF act | Rv3671c protease | BoNT-F LC inh | FBA Mtb inh | PrPC surface inh | GDH-TPI inh | FadD28 binding | Mtb BioA inh | UGM FP inh
CCOC(=O)c1c(C)c(-c2ccccc2)n(CC(=O)N2CCCC2)c1C | 8.9 | 2.8 | 3.3 | 0.8 | -0.2 | 6.7 | -1.4 | 0.2 | -1.2
O=C(c1cc(-c2ccc(Cl)c(Cl)c2)on1)N1CCN(c2ccccc2)CC1 | -7.2 | 1.5 | -4.5 | -0.9 | -2.4 | 2.1 | -1.0 | . | -0.6
S=C(Nc1ccc(Cl)cc1)Nc1cccc2cnccc12 | 7.1 | -0.4 | -33.3 | 1.0 | -6.7 | 2.6 | -0.5 | . | -0.7
NC1=NC(=O)/C(=C\C=C\c2ccccc2)S1 | 8.2 | 8.7 | 2.5 | -3.8 | -9.9 | 28.8 | -5.0 | . | 2.5
COC(=O)NC(NS(=O)(=O)c1ccccc1)(C(=O)OC)C(F)(F)F (stereo unspecified) | 11.6 | 8.0 | ? | 5.2 | 2.1 | 6.4 | -2.5 | . | -5.3
COc1ccc(C2/C(=C(\O)c3ccc4c(c3)OCCO4)C(=O)C(=O)N2CCCn2ccnc2)cc1 (stereo unspecified) | -1.2 | -6.1 | -5.8 | -2.4 | 10.1 | 1.9 | -2.4 | -1.4 | -2.5
COc1ccc(CC2(CO)CCN(CC3=Cc4cc(Cl)ccc4OC3)CC2)cc1 | -1.5 | 5.9 | 0.5 | -2.7 | -2.1 | -1.0 | -2.8 | . | -1.3
O=C(CCc1ccccc1)Nc1ccc(N2CCOCC2)c(Cl)c1 | 2.5 | -3.1 | -1.2 | 4.5 | 3.4 | -2.5 | -0.2 | . | 0.9

Rows are unselected. Share with any hit: about 4.8%.
